Epigenetic mod: derepresses silenced GFP locus in mouse C127i cells; mouse C127i GFP locus derepression, cytometry, 30 h; Potency, µM (series often up to 46.1 µM), for the others: at the top dose GFP derepression (activation); 0.09% of 68,000 active; further: % of control where 0% means no effect
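Derepression screen: silenced CMV-GFP reporter in murine C127i cells, 30 h compound incubation at 37 C, washed cells imaged by laser-scanning cytometer to enumerate GFP-expressing objects of 20 to 120 um.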
Fluorescein fluor: compound fluoresces in the fluorescein spectral region | max fluorescein-equivalent concentration, M | 0.91% of 59,000 active | Compound autofluorescence, 480/540 nm, fluorescein-equivalent; hits give high values; in the data active means max fluorescein-equivalent concentration above about 10 nM; inconclusive means between about 1.1 nM and that limit
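Normalized response (dye-equivalent concentration) derives from comparing each well's 540 nm emission, under 480 nm excitation, with plate-resident fluorescein standards. Compounds were held in 100 mM Tris, pH 8.0, for 15 min at room temperature.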
DNA Pol III inh: blocks replication by bacterial DNA polymerase III holoenzyme; reconstituted DNA polymerase III holoenzyme replication, biochemical; Potency, µM (titrated, usually from 57.1 µM), for inactives: at the highest dose activity change, negative = inhibition; 0.25% of 71,000 active; AID 603; further: potency means the concentration at half of the fitted maximal effect; on the % scale 0 is the no-effect control and ±100 the full control effect
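Reconstituted *E. coli* holoenzyme (0.35 nM Pol III, 1 nM beta, 154 nM SSB, 2 nM primase) was preincubated with compound for 15 min at RT. Synthesis on 1.4 nM ssM13Gori ran 35 min, then was stopped with PicoGreen/EDTA and read as dsDNA fluorescence.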
15-hLO inh: blocks human 15-lipoxygenase activity. purified 15hLO-1, xylenol orange hydroperoxide absorbance. Potency, µM (series often up to 57.1 µM), for inactives: at the highest dose activity change, negative = inhibition, actives largely listed as inhibitors. 1.4% of 74,000 active; further: potency means the concentration at half of the fitted maximal effect; on the % scale 0 is the no-effect control and ±100 the full control effect; nearly all actives have a fitted effect of over 55% in size
Target sequence (P16050 whole entry, looked up): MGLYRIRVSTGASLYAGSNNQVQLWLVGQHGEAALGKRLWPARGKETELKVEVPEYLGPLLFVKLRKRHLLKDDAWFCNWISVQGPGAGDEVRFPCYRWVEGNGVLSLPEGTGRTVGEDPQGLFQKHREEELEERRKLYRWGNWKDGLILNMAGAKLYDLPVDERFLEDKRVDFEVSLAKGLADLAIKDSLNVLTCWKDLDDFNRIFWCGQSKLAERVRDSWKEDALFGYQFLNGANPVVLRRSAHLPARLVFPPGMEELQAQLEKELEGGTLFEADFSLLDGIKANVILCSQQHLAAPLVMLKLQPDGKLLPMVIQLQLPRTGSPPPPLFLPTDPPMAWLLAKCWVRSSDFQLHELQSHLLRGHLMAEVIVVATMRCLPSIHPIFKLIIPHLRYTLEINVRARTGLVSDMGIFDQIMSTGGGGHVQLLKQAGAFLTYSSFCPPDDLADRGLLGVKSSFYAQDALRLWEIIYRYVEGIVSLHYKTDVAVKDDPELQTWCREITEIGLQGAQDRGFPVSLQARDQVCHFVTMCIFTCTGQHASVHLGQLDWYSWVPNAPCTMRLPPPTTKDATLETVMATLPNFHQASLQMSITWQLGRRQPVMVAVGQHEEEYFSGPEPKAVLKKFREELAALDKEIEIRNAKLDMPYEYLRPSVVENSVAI
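Inhibition is scored from a chromogenic endpoint. After 15 min enzyme-compound contact, arachidonic acid (50 uM final) reacts 6 min with 40 nM 15hLO-1 at room temperature, then Fe-XO reagent is added for 30 min and absorbance ratio recorded.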
4MU fluor: compound fluoresces in the 4-MU spectral region | compound autofluorescence, 340/450 nm, 4-MU equivalents; hits give high values | max dye-equivalent concentration, M | 11% of 59,000 active | AID 589; in the data active means max dye-equivalent concentration above about 10 nM; inconclusive means mostly about 1.1 nM to 9.6 nM
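Compounds in 100 mM Tris, pH 8.0, incubated 15 min at room temperature, then fluorescence read at 340 nm excitation/450 nm emission. Signal converted to 4-MU dye-equivalent concentration using an on-plate six-point 4-MU standard curve.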
TexasRed autofl: compound fluoresces in the Texas Red spectral region; Compound fluorescence, Texas Red channel, 547/618 nm; hits give high values; max dye-equivalent concentration, M; 0.06% of 59,000 active; AID 587; in the data active means max dye-equivalent concentration above about 10 nM; inconclusive means between about 1.1 nM and that limit
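Texas Red-region profiling: compounds in 100 mM Tris pH 8.0 were read at 547/618 nm after 15 min at room temperature. Intensities were normalized against a six-point Texas Red standard series to give dye-equivalent concentration.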
Rhodamine autofl: compound autofluorescence in rhodamine spectral region. 0.05% of 59,000 active. max dye-equivalent concentration, M. Rhodamine-region fluorescence, 547/598 nm, Tris buffer; hits give high values. AID 594; in the data active means max dye-equivalent concentration above about 11 nM; inconclusive means between about 1.1 nM and that limit
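A six-point rhodamine series on each plate calibrates the signal. Compounds sit in 100 mM Tris (pH 8.0) for 15 min at ambient temperature before imaging through 547 nm/598 nm filters.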
HADH2 inhib: HADH2 (human) dehydrogenase inhibition | recombinant HADH2, NADH fluorescence, beta-hydroxybutyryl-CoA | 3.4% of 73,000 active | AID 886 | Potency, µM (highest dose often 57.1 µM), without a hit: at the top dose activity change, negative = inhibition, most hits filed as inhibitors; further: potency means the concentration at half of the fitted maximal effect; on the % scale 0 is the no-effect control and ±100 the full control effect; nearly all actives have a fitted effect of over 60% in size; many of its hits are not listed in these tables
Target sequence (Q99714 whole entry, looked up, one chain of several): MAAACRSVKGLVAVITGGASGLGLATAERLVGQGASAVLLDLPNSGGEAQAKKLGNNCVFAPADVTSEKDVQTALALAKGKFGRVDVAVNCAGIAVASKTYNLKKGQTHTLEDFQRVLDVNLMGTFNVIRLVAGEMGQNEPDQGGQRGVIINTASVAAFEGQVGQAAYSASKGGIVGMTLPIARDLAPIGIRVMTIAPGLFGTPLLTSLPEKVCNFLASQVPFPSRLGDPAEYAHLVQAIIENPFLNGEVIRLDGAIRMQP
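E. coli-expressed His-tagged HADH2 tested at 20 nM in alkaline Tris buffer (pH 9.0); oxidation of 90 uM beta-hydroxybutyryl-CoA with 1 mM NAD+ tracked fluorimetrically for 4 min.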
Hsp90 Hop PPI: changes Hsp90-Hop TPR2A binding signal, up or down. AID 595. 0.44% of 71,000 active. Potency, µM (highest dose often 57 µM), for the others: at the highest dose activity change, negative = inhibition. AlphaScreen TPR2A-His6 binding biotin-Hsp90 C-terminal peptide; active means well fitted curve in either direction with a large enough effect; inconclusive means small, poorly fitted or top-dose-only effect, or another doubt; further: potency means the concentration at half of the fitted maximal effect; on the % scale 0 is the no-effect control and ±100 the full control effect; many of its hits are not listed in these tables
HBB splicing: modulators of hemoglobin beta chain splicing; HBB splicing reporter cell assay, activation; EGFP reporter with mutant IVS2-654 intron; response scale: normalised to 500 nM splice-correcting PNA; AID 925; Potency, µM (highest dose often 46.1 µM), without a hit: at the highest dose activation, usual class: activators; 0.06% of 65,000 active; further: potency means the concentration at half of the fitted maximal effect; 0% is about no effect
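Compounds were applied for 2 days to HeLa EGFP-654 cells, 500/well in Optimem with 2% FCS. The reporter's EGFP is disrupted by mis-splicing of beta-globin intron IVS2-654. Readout: summed well GFP fluorescence from 488 nm laser scanning; reference was 500 nM antisense […] 654 PNA.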
UbGFP stabilizer: proteasome inhibitors stabilizing ubiquitin-GFP reporter; AID 526; 67,000 tested, under 10 active; Potency, µM (top dose mostly 45.9 µM), without a hit: top-dose activation (GFP accumulation), usual class: activators; Ubiquitin-GFP reporter cells, proteasome inhibition, GFP fluorescence; response scale: untreated = 0%, 10 µM MG-132 = 100%; active means well fitted activation curve with a large enough effect, not every such curve was filed as active; inconclusive means small, poorly fitted or top-dose-only effect, or another doubt; inactive means no such curve, though single readings can be large or run the other way; further: potency means the concentration at half of the fitted maximal effect
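U2OS Ub(G76V)-GFP reporter; O/N plating, 0.5% FBS; cpd 46 uM–2.9 nM, 4 h, 37 °C; GFP+ cell count, 488/515 nm; norm. to basal vs 10 uM MG-132; CRC fit.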
Active calls of the source: *; i = inactive; ? = inconclusive; / = no result given; [ ] = dose if it differs, or a comment. Unless noted, the call rests on the fitted dose curve; in most records, active means well fitted curve in the direction sought with a large enough effect; inconclusive means small, poorly fitted or top-dose-only effect, or another doubt; inactive means no such curve, though single readings can be large; an effect the other way counts as inactive or inconclusive. Some of the compounds tested; the hit share may differ from the screen's.

Compound	Epigenetic mod	Fluorescein fluor	DNA Pol III inh	15-hLO inh	4MU fluor	TexasRed autofl	Rhodamine autofl	HADH2 inhib	Hsp90 Hop PPI	HBB splicing	UbGFP stabilizer
O=c1[nH]c(N2CCOCC2)nc2c1CCCC2	-3%	i	-8%	10%	i	?	i	-1%	-2%	2.1%[57.5 µM]	2%
O=c1cc(-c2ccccc2)oc2ccccc12	/	/	-4%	-25%	/	/	/	-9%	2%	-1.4%	/
Cc1ccc(-c2cc(C(=O)NCCCN3CCOCC3)no2)cc1	-2%	i	-1%	-3%	i	i	i	-20%	2%	2.0%	9%
COCC(=O)Nc1c(C(=O)Nc2ccccc2OC)oc2ccccc12	13%	i	-6%	7%	2.6e-07M*	i	i	32µM*	-1%	-0.3%	-9%
O=C(O)CCN1C(=S)CSC1=S	2%[9.22 µM]	i	-1%[11.4 µM]	-9%[11.4 µM]	i	i	i	?	-2%[11 µM]	1.6%[9.22 µM]	10%[9.17 µM]
COc1ccc(NC(=O)N(C2CCCCC2)C2CCN(C(C)C)CC2)c(OC)c1	2%	i	-2%	6%	i	i	i	-4%	-5%	-0.1%	10%
Cc1nnc(SCCn2c(N3CCN(C)CC3)nc3c2c(=O)n(C)c(=O)n3C)s1	2%	?	2%	-1%	i	i	i	12%	?	0.3%[57.5 µM]	-1%
CCOC(=O)c1c(NC(=O)CNCC(O)CO)sc(C)c1C (stereo unspecified)	5%	i	-5%	23%	i	?	i	-6%	-5%	/	1%
O=C(c1cccc(F)c1)N1CCN(S(=O)(=O)c2ccccc2)CC1	5%	/	-2%	5%	/	/	/	10%	-1%	8.5%	0%
CC[C@]1(O)C[C@@H]2CN(CCc3c([nH]c4ccccc34)[C@](C(=O)OC)(c3cc4c(cc3OC)N(C)[C@H]3[C@](O)(C(=O)OC)[C@@H](C(=O)OC)[C@@]5(CC)C=CCN6CC[C@@]43[C@@H]65)C2)C1	-1%	/	-3%	?	/	/	/	1%	-5%	/	8%
c1ccc(CCC2=NCCn3cccc32)cc1	4%	i	-2%	-6%	?	i	i	14%	-5%	3.6%[1.84 µM]	4%
O=C(Nc1cccc(-c2nnn(CC(=O)N3CCc4ccccc4C3)n2)c1)C1CCC1	3%	i	22%	4%	i	i	i	19%	-3%	0.3%[57.5 µM]	-2%
COc1ccc2[nH]c(C(=O)c3ccccc3)cc2c1	0%	/	-11%	-11%[25.6 µM]	/	/	/	-5%	7%	/	-4%
O=C(CSc1nnnn1C1CCCC1)N1CCN(C(=O)c2ccco2)CC1	-3%	?	-4%	-1%	i	i	i	-1%	-2%	0.2%[57.5 µM]	-1%
CC1CC(C)CN(c2ncc3c(n2)CC(c2ccccc2)CC3=O)C1 (stereo unspecified)	0%	?	-12%	-10%	?	i	i	-2%	3%	-0.8%[57.5 µM]	-2%
CC(=O)NCCNc1ncnc2ccc(-c3ccccc3C(F)(F)F)cc12	-3%[9.22 µM]	?	-2%	14%	i	i	i	8%	-5%	0.6%	3%
Nc1nc(-c2ccco2)nc(N2CCCCC2)n1	2%	?	-2%	-18%	i	i	i	2%	-8%	3.0%[0.369 µM]	1%
Cc1cccc(NC(=O)C2CCN(c3nccc(C)n3)CC2)c1	-2%	i	7%	-8%	i	i	i	-17%	-2%	/	4%
COc1ccc(NCc2nnc(SCC(=O)N3CCCc4ccccc43)o2)cc1	-1%	i	-3%	-6%	i	?	i	10%	-16%	/	4%
Cc1ccc(S(=O)(=O)NCCCN(C)C)cc1	0%	i	-1%	37%[activator]	i	i	i	10%	3%	/	0%
CCN(CC)CCN1C(=O)C(=O)/C(=C(/O)c2cnn(-c3ccccc3)c2C)C1c1cccnc1 (stereo unspecified)	3%	i	-3%	10%	i	i	i	0%	0%	0.1%	6%
Cc1cccc(S(=O)(=O)C(C#N)c2nc3ccccc3nc2N2CCCC2)c1 (stereo unspecified)	0%	?	0%	?	1.8e-07M*	i	i	?	-5%	0.1%[0.369 µM]	2%
CCN1C(=O)c2cccc3c(S(=O)(=O)Nc4c(C)n(C)n(-c5ccccc5)c4=O)ccc1c23	0%	i	-1%	3%	i	i	i	3%	-4%	-0.6%	0%
Cc1ccc(C)c(NC(=O)c2nnn(Cc3ccccc3)c2N)c1	-1%	?	-7%	-27%	i	i	i	1%	?	-1.4%	-6%
CN1CCN(c2ccncc2S(=O)(=O)N2CCN(C)CC2)CC1	3%[9.22 µM]	?	-10%[11.4 µM]	13%[11.4 µM]	i	i	i	1%[11.4 µM]	0%[11 µM]	1.8%[9.22 µM]	-2%[9.17 µM]
CC1=NNC(=S)NCCCN2CCN(CCCNC(=S)NN=C(C)C=NNC(=S)NCCCN3CCN(CCCNC(=S)NN=C1)CC3)CC2	-2%[9.22 µM]	i	-13%[11.4 µM]	14%[11.4 µM]	i	i	i	-4%[11.4 µM]	4µM*	2.0%[9.22 µM]	-3%[9.17 µM]
Cc1ccc(N2C(=O)c3oc4ccccc4c(=O)c3C2c2cccnc2)nc1 (stereo unspecified)	-2%	/	-4%	3%	/	/	/	-6%	-3%	1.0%	3%
C=CCn1c(-c2ccc(OC)cc2)nc2ccccc21	2%	i	-4%	-14%	i	i	i	7%	1%	-1.4%	-1%
CC(=O)c1c(N2CCN(Cc3ccccc3)CC2)[nH]c(-c2ccccc2)nc1=S	8%	/	1%[11.4 µM]	?	/	/	/	2%[11.4 µM]	?	-0.8%[0.0738 µM]	17%[9.17 µM]
CCc1nnc(NC(=O)CSc2nc3cccnc3n2C2CCCCC2)s1	-2%	i	0%	-2%	i	i	i	4%	-8%	/	-5%
Cc1noc(C)c1COc1ccc(C(=O)OCC(=O)N2CC3(C)CC2CC(C)(C)C3)cc1 (stereo unspecified)	-1%	?	-4%	-23%	i	i	i	0%	0%	0.1%	-4%
COCn1c(-c2ccccc2)nc2ccccc21	0%	/	-2%[11.4 µM]	2%[11.4 µM]	/	/	/	?	0%[11 µM]	-0.2%[0.0738 µM]	24%[9.17 µM]
NC[C@@H]1O[C@H](O[C@H]2[C@H](O)[C@H](O[C@@H]3O[C@H](CO)[C@@H](O)[C@H](N)[C@@H]3O)[C@@H](N)C[C@H]2N)[C@@H](O)[C@H](O)[C@@H]1O	-1%[20.6 µM]	i	-1%[25.6 µM]	9%[25.6 µM]	i	i	i	-6%[25.6 µM]	1%[26 µM]	2.5%[20.6 µM]	6%[20.5 µM]
O=C(c1cccc(Cl)c1)N1CCN(Cc2ccccc2F)CC1	2%	?	2%	-7%	i	i	i	4%	-4%	-0.6%	-10%
O=C(c1ccc(S(=O)(=O)N2CCOCC2)cc1)N1CCN(c2cccc(Cl)c2)CC1	0%	i	-2%	1%	i	i	i	15%	-3%	0.4%	1%
CSCC[C@H](NC(=O)OC(C)(C)C)c1nnc(SCc2ccccc2)o1	0%	i	-17%	3%	i	?	i	?	0%	0.0%[0.369 µM]	/
CCN1CCN(CCNC(=O)C2CCCN(Cc3nc(-c4cccc(Cl)c4)oc3C)C2)CC1 (stereo unspecified)	/	/	-5%	-4%	/	/	/	6%	-2%[2.3 µM]	-0.5%	4%
CSc1nnc(-c2ccccc2)o1	0%	/	-1%	3%	/	/	/	11%	1%	1.1%	-7%
Cc1ccnc(N2C(=O)c3ccccc3C2Nc2ccc3c(c2)OCCO3)c1 (stereo unspecified)	/	/	-5%	-14%	/	/	/	-3%	-24%	-1.3%	2%
Cc1nc2ccc3nc(NC(=O)c4ccco4)sc3c2s1	5%	?	-14%	0%	2e-08M*	i	i	-18%	-28%	-1.4%	3%
OC(CNc1nc2ccccc2s1)c1ccccc1 (stereo unspecified)	3%	i	1%	-11%	i	i	i	8%	3%	/	3%

2 entries from above, reformatted:
CC(=O)c1c(N2CCN(Cc3ccccc3)CC2)[nH]c(-c2ccccc2)nc1=S
- Epigenetic mod: 8%
- Fluorescein fluor: /
- DNA Pol III inh: 1%[11.4 µM]
- 15-hLO inh: ?
- 4MU fluor: /
- TexasRed autofl: /
- Rhodamine autofl: /
- HADH2 inhib: 2%[11.4 µM]
- Hsp90 Hop PPI: ?
- HBB splicing: -0.8%[0.0738 µM]
- UbGFP stabilizer: 17%[9.17 µM]
Cc1ccnc(N2C(=O)c3ccccc3C2Nc2ccc3c(c2)OCCO3)c1 (stereo unspecified)
- Epigenetic mod: /
- Fluorescein fluor: /
- DNA Pol III inh: -5%
- 15-hLO inh: -14%
- 4MU fluor: /
- TexasRed autofl: /
- Rhodamine autofl: /
- HADH2 inhib: -3%
- Hsp90 Hop PPI: -24%
- HBB splicing: -1.3%
- UbGFP stabilizer: 2%
